NCI-60 one-dose screen, 48 h, at 10 µM unless noted. Numbers give growth in % (100 = growth as untreated, 0 = no growth, -100 = all killed).
SK-OV-3 – SK-OV-3 ovarian cancer cells; 80,000 tested, 3.2% active
OVCAR-5 – OVCAR-5 ovarian cancer; 82,000 tested, 2.9% active; AID 1794783
U251 – U251 CNS tumor cells; 80,000 tested, 5.4% active
SF-295 – SF-295 CNS cancer cells; 79,000 tested, 5.6% active
DU-145 – DU-145 prostate cancer. AID 1794760. 81,000 tested, 4.2% active
OVCAR-4 – OVCAR-4 ovarian cancer cells | 80,000 tested, 3.7% active | AID 1794784
OVCAR-3 – OVCAR-3 ovarian cancer | AID 1794787 | 79,000 tested, 7% active
OVCAR-8 – OVCAR-8 ovarian cancer; 81,000 tested, 4.4% active
PC-3 – PC-3 prostate cancer cells | 80,000 tested, 3.9% active
* = called active by the depositor; nt = not tested or not shown; & = joins results of further samples. How the source made its calls: active means growth percent below 10; inactive means the rest. The order is random; overall some 11% were active at least once.

#	structure	OVCAR-4	SK-OV-3	SF-295	PC-3	OVCAR-5
1	CC(C)n1c(NCCc2ccc(O)c(O)c2)nc2c1c(=O)n(C)c(=O)n2C	91	108	106	89	79
2	Nc1nc(CSc2n[nH]c(N)n2)nc(Nc2ccccc2F)n1	104	107	99	97	102
3	C=C1C(=O)O[C@H]2[C@H]1CC/C(COC(=O)CCC(=O)NCCOCCOCC(=O)Nc1ccc(OC)c(C(N)=O)c1O)=C\CC[C@@]1(C)O[C@@H]21	110	97	97	101	109
4	C=CCN(CC=C)CC(=O)Nn1c(C)ccc1C	108	106	nt	100	101
5	CC(C)(C)OC(=O)NCCC1SC2C=CC1C2 (stereo not given)	79	105	99	85	nt
6	Cc1ccc(C2=NN3C(C2)c2ccccc2OC3c2ccc3noc(-c4ccc(Cl)cc4)c3c2)cc1 (stereo not given)	108	102	107	94	107
7	Nc1nn2c(-c3cc4cc(Br)ccc4oc3=O)ccnc2c1N=Nc1ccc(Br)cc1	13	22	-37*	48	12
8	Nc1ccc2[nH]ncc2c1	106	101	nt	87	106

#	OVCAR-8	DU-145	OVCAR-3	U251
1	104	102	102	97
2	104	108	99	103
3	nt	101	85	95
4	110	112	115	111
5	99	92	102	90
6	103	115	nt	103
7	14	37	5.3*	6.8*
8	102	114	113	97

More structures follow:
#	structure	OVCAR-4	SK-OV-3	SF-295	PC-3	OVCAR-5
9	Nc1nc(N)c2c(n1)NC(c1ccc(F)cc1)CC(c1ccc(Nc3nc(NCCO)nc(Nc4ccc(Cl)cc4)n3)cc1)=N2 (stereo not given)	3.0*	84	9.1*	23	72
10	Cn1c(=O)c2[nH]c(Nc3cc(Cl)ccc3Cl)nc2n(C)c1=O	117	100	97	95	110
11	COc1csc(/C=N/NC(=O)c2[nH]c3ccc(Br)cc3c2-c2ccccc2)c1	30	26	-10*	15	17
12	CCN(CC)CCNC(=O)c1cc(Br)c(N)cc1OC	103	101	99	98	nt
13	COCCOC(=O)CCCCCC1CCCCC1	111	112	102	94	106
14	O=C(O)c1ccccc1C(=O)c1cccc2c(F)cccc12	98	109	122	93	110
15	O=C1Nc2ccccc2/C1=C\C(=O)c1ccc(NS(=O)(=O)c2ccccc2)cc1	94	103	98	86	107
16	CCOC(=O)/C=C1\S/C(=N\Nc2cc(=O)[nH]c3ccc(Cl)cc23)N(c2ccccc2)C1=O	76	102	102	85	111

#	OVCAR-8	DU-145	OVCAR-3	U251
9	29	12	14	-77*
10	95	112	nt	92
11	2.3*	7.1*	7.0*	9.7*
12	103	120	110	98
13	102	105	106	95
14	99	112	117	99
15	93	103	nt	99
16	90	97	71	90

Further compounds:
#	structure	OVCAR-4	SK-OV-3	SF-295	PC-3	OVCAR-5
17	N#Cc1c(-c2ccccc2)cc(-c2ccccc2)nc1OCc1ccccc1	90	110	100	97	102
18	Cn1nc(C(F)(F)F)c(-c2ccc(Cl)c(C(F)(F)F)c2)c1-c1ccc(OCc2ccc(Cl)cc2)cc1O	30	21	13	3.8*	53
19	Cc1c(C(C)(C)O)cn2ncnc(Oc3ccc(NC(=O)NCCN4CCOCC4)c(Cl)c3)c12	88	95	100	93	101
20	COc1ccc(CCC2CCCCN2CCc2ccccc2)cc1 (stereo not given)	92	87	95	63	111
21	Cc1cc(-c2ccccc2)c(C)n1Cc1ccc(Cl)cc1	62	62	40	57	64
22	CSc1cnc2ccccc2n1	115	97	98	90	101
23	O=[N+]([O-])c1cc(Cl)ccc1Oc1ccc(Cl)cc1	92	107	109	93	100
24	Cc1ccc(OCCCn2ccc(=O)[nH]c2=O)c(C)c1	101	105	100	96	95

#	OVCAR-8	DU-145	OVCAR-3	U251
17	100	98	110	97
18	7.4*	19	1.2*	0.8*
19	95	115	109	90
20	96	100	105	94
21	47	87	27	25
22	96	115	107	94
23	96	118	104	105
24	106	91	102	nt

(next part)
#	structure	OVCAR-4	SK-OV-3	SF-295	PC-3	OVCAR-5
25	CCN1CCN(C(=O)CC[C@@H](C)[C@H]2CC[C@H]3[C@@H]4CC[C@@H]5C(C)(C)NCCC[C@]5(C)[C@H]4CC[C@]23C)CC1	82	107	99	78	91
26	CCNC(=S)NNc1ccccc1	110	111	107	95	108
27	CCOC(=O)C1CCN(c2ccc(N3C[C@H](CNC(=O)c4ccc(Cl)c(N)c4)OC3=O)cc2)CC1	91	122	100	102	97
28	Cc1cn(C2CCCCC2)c(=O)n(-c2ccccc2)c1=O	122	114	124	89	102
29	O=C(O[C@H](C(=O)O)[C@H](OC(=O)c1ccccc1)C(=O)O)c1ccccc1	114	96	100	91	112
30	COc1ccc(C2C3=C(CCCC3=O)N(c3sc4c(c3C#N)CCCC4)c3nc(N)c(C#N)c(N)c32)cc1OC (stereo not given)	88	97	86	101	102
31	Oc1ccc(Sc2ccc(O)cc2O)c(O)c1	113	104	110	97	100
32	O=C(O)c1cn(C2CC2)c2cc(N3CCN(C(=O)N4CCCC4)CC3)c(F)cc2c1=O	103	82	91	98	92

#	OVCAR-8	DU-145	OVCAR-3	U251
25	98	102	106	nt
26	89	88	94	92
27	99	104	106	102
28	107	110	108	111
29	100	112	117	98
30	84	94	108	92
31	95	104	109	91
32	96	109	102	103

Next section
#	structure	OVCAR-4	SK-OV-3	SF-295	PC-3	OVCAR-5
33	CN(C)c1ccc(C2=NN(c3ccc(S(N)(=O)=O)cc3)C(c3ccc(Cl)cc3)C2)cc1 (stereo not given)	66	84	58	29	99
34	O=C1/C(=N\c2cc(=O)[nH]n2S(=O)(=O)c2ccccc2)Nc2ccccc21	98	105	101	87	105
35	COc1ccc(-c2cc(-c3cccnc3)nc3sc(C(N)=O)c(N)c23)cc1OC	100	nt	91	87	89
36	Cc1cc(C)n(CC#N)c(=O)c1C#N	113	108	99	97	104
37	c1cn2cc(-c3ccsc3)nc(-c3ccc4ncn(C5CCCCC5)c4c3)c2n1	111	129	96	87	108
38	Cc1nc2sc(C(=O)Nc3cccc4ccccc34)c(N)c2cc1C(=O)c1ccccc1	52	40	10	21	32
39	Cc1cc(C(C)(C)c2cc(C)c(O)c(CN(C)C)c2)cc(CN(C)C)c1O	99	104	100	80	102
40	CC1(C)C=CC[C@]2(C)[C@H]3CC[C@@H]4[C@H]5[C@H](C(=O)/C=C/c6cccnc6)CC[C@]5(CO)CC[C@@]4(C)[C@]3(C)CC[C@@H]12	-14*	-47*	-91*	-41*	-74*

#	OVCAR-8	DU-145	OVCAR-3	U251
33	64	89	66	43
34	102	108	104	105
35	96	86	92	80
36	103	110	113	99
37	101	97	102	93
38	24	18	-26*	23
39	89	97	86	68
40	-12*	-94*	-95*	-91*

(continued)
#	structure	OVCAR-4	SK-OV-3	SF-295	PC-3	OVCAR-5
41	C/C(=N\NC(=O)c1ccccc1O)c1cccc(/C(C)=N/NC(=O)c2ccccc2O)n1	35	46	8.0*	48	79
42	CCN1C(=O)S/C(=C\c2ccc(Cl)c(Cl)c2)C1=O	88	76	108	95	97
43	N=C(N)SCCc1ccccc1	109	103	116	83	92
44	O=c1cnc(=O)[nH][nH]1	115	117	nt	102	101
45	CCC(=O)c1c2c(c3ccc4c5ccccc5ccc4n13)C(=O)c1ccccc1C2=O	88	105	66	77	122
46	Cc1cc(C)c(C#N)c(OCc2ccccc2)n1	102	102	101	93	82
47	O=C1CSC(c2ccccc2O)N1c1nnc(Cn2ccnc2)o1 (stereo not given)	64	74	21	65	97
48	CC1(C)/C(=C/c2ccccc2)C(=O)c2ccccc21	85&95	96&110	112&91	101&100	100&101

#	OVCAR-8	DU-145	OVCAR-3	U251
41	32	56	9.8*	20
42	103	108	96	101
43	112	113	95	104
44	110	110	123	107
45	96	20	76	90
46	98	105	102	89
47	59	81	38	67
48	105&99	103&108	103&114	90

Additional records
#	structure	OVCAR-4	SK-OV-3	SF-295	PC-3	OVCAR-5
49	CCCN1[C@@H]2CC[C@H]1/C(=C\c1cc(OC)ccc1OC)C1=C2[C@@H](c2cc(OC)ccc2OC)C(C#N)=C(N)O1	73	78	82	30	74
50	CN1CCN(CCNC(=O)Nc2ncccc2OCc2cccc(Cl)c2)CC1	112	99	106	83	87
51	NS(=O)(=O)c1ccc(Nc2ccccc2)c([N+](=O)[O-])c1	92	100	96	nt	135
52	COc1cc(CSc2nc3ccc(Cl)cc3c(=O)n2-c2ccccc2)cc(OC)c1OC	82	94	84	73	85
53	CCN(CC)CCOc1ccc(C2=C(c3ccccc3)CCc3cc(OC)ccc32)cc1	52	69	-73*	7.5*	22
54	c1ccc(N=C(C(=Nc2ccccc2)c2ccccc2)c2ccccc2)cc1	82	105	87	70	119
55	O=C(O)CCSCCC(=O)O	90	105	nt	104	105
56	CN(C)c1ccc(NC(=O)C(c2ccccc2)c2ccccc2)cc1	99	98	92	84	91

#	OVCAR-8	DU-145	OVCAR-3	U251
49	73	106	74	73
50	95	107	109	94
51	97	109	nt	103
52	84	93	78	89
53	47	41	13	22
54	85	94	86	78
55	103	105	111	95
56	101	nt	107	97

3 entries drawn at random from those above:
#	structure	OVCAR-4	SK-OV-3	SF-295	PC-3	OVCAR-5
3	C=C1C(=O)O[C@H]2[C@H]1CC/C(COC(=O)CCC(=O)NCCOCCOCC(=O)Nc1ccc(OC)c(C(N)=O)c1O)=C\CC[C@@]1(C)O[C@@H]21	110	97	97	101	109
15	O=C1Nc2ccccc2/C1=C\C(=O)c1ccc(NS(=O)(=O)c2ccccc2)cc1	94	103	98	86	107
9	Nc1nc(N)c2c(n1)NC(c1ccc(F)cc1)CC(c1ccc(Nc3nc(NCCO)nc(Nc4ccc(Cl)cc4)n3)cc1)=N2 (stereo not given)	3.0*	84	9.1*	23	72

#	OVCAR-8	DU-145	OVCAR-3	U251
3	nt	101	85	95
15	93	103	nt	99
9	29	12	14	-77*

Carrying on.
#	structure	OVCAR-4	SK-OV-3	SF-295	PC-3	OVCAR-5
57	CCOC(=O)C12CCCC1=NN=C2C1=NN=C2CCCC21C(=O)OCC (stereo not given)	104	86	92	95	88
58	O=C(CN1CCOCC1)N1c2cccc3cccc(c23)N(C(=O)CN2CCOCC2)C1c1cn(-c2ccccc2)nc1-c1cccc([N+](=O)[O-])c1	74	86	93	70	94
59	Cc1nn(-c2nc3ccccc3[nH]2)c2c1C(c1ccc3c(c1)OCO3)CC(=O)N2 (stereo not given)	65	55	-36*	22	105
60	C/C(=N\NC(=O)c1ccc(S(N)(=O)=O)cc1)c1cc2ccccc2o1	nt	nt	101	103	98
61	COc1cc2c(cc1-c1c(C)noc1C)ncc1nc(C3CCCCC3)n([C@@H](C)COC(F)F)c12	42	4.9*	45	30	77
62	CCOc1c(C#N)c(Nc2ccc(S(N)(=O)=O)cc2)c(C#N)c(=O)n1S(=O)(=O)c1ccc(C)cc1	108	107	103	94	101
63	CCOC(=O)c1nn(C2CCCCO2)c2ccc(NC(=O)Cc3cccc4ccccc34)cc12 (stereo not given)	85	nt	85	95	88
64	Cc1ccc(SC2=C(Sc3ccc(C)cc3)C(=O)c3ccccc3C2=O)cc1	53	107	89	49	98

#	OVCAR-8	DU-145	OVCAR-3	U251
57	99	105	119	99
58	101	116	109	90
59	37	31	-24*	31
60	99	106	105	98
61	39	61	36	47
62	105	108	114	110
63	87	90	97	81
64	86	110	56	56

(list continues)
#	structure	OVCAR-4	SK-OV-3	SF-295	PC-3	OVCAR-5
65	C#C[C@]1(OC(C)=O)CCC2C3CCC4=CC(=O)CC[C@@H]4C3CC[C@@]21C (stereo not given in full)	94	114	101	96	86
66	COc1ccc(-c2nc(/C=C3\SC(=NCc4ccccc4)NC3=O)c3ccccn23)cc1	-72*	-47*	18	14	-15*
67	CCCCn1c(=O)c(/C=C/c2cc(/C=C/c3cc4cc(C)ccc4n(CCCC)c3=O)n(-c3ccccc3Cl)n2)cc2cc(C)ccc21	91	84	93	90	91
68	COC(=O)[C@]1(C)CCC[C@]2(C)[C@H]3C[C@H]4C(C(C)C)=C[C@]3(CC[C@H]21)[C@@H]1C(=O)N(OCCC#N)C(=O)[C@@H]14	106	101	92	84	99

#	OVCAR-8	DU-145	OVCAR-3	U251
65	94	110	110	95
66	-25*	-89*	-89*	-44*
67	98	106	111	108
68	108	101	89	98

Screening results deposited in PubChem by NCI.
